RORgamma inh: qHTS for inhibitors of ROR gamma transcriptional activity; hit rate 5.4% among 310,000; Drosophila S2 Gal4-RORgamma UAS-luciferase reporter, 20 h; Nuclear receptor ROR-gamma (Mus musculus), P51450; Potency, µM (series often up to 53.6 µM), inactives show at the top dose activity change, negative = inhibition, usual class: inhibitors; further: potency means the concentration at half of the fitted maximal effect; on the % scale 0 is the no-effect control and ±100 the full control effect; nearly all actives have a fitted effect of over 60% in size
Target sequence (P51450 whole entry, looked up, the tested form may be a part): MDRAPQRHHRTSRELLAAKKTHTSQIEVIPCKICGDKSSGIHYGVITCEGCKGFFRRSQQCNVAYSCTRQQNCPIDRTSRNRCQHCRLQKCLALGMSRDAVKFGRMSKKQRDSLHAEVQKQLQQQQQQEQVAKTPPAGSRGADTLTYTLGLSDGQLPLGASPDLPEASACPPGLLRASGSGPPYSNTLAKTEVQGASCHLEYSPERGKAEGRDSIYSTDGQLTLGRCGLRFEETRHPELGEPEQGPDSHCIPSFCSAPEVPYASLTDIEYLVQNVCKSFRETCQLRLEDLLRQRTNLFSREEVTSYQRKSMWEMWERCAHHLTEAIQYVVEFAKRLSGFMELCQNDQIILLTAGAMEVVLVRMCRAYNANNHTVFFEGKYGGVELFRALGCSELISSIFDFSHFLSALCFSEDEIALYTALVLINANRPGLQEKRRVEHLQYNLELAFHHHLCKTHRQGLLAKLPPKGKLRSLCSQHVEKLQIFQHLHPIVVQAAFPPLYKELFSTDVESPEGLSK
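Read-out: Photinus luciferase luminescence; inhibitors lower reporter signal. Insect Schneider cells with Gal4-ROR gamma fusion under metallothionein promoter, UAS reporter; 700 uM final copper sulfate induction, 20 hr, ambient temperature.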
Gal4-VP16 FLuc: VP16 counterscreen qHTS for inhibitors of ROR gamma transcriptional activity. Potency, µM (series often up to 53.6 µM), without a hit: at the highest dose activity, negative = inhibition, usual class: inhibitors. hit rate 3.5% among 310,000. AID 2546, 2010. Drosophila S2 Gal4-VP16 UAS-luciferase, luminescence, 20 h;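 further: Gal4-VP16 expression switched on by copper sulfate through the metallothionein promoter; potency means the concentration at half of the fitted maximal effect; on the % scale 0 is the no-effect control and ±100 the full control effect; nearly all actives have a fitted effect of over 50% in size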
Menin-MLL TR inh: qHTS Assay for Inhibitors Targeting the Menin-MLL Interaction in MLL Related Leukemias: Competition With Texas Red Labeled MLL-derived Mutant Peptide; Menin + Texas Red MLL mutant peptide, fluorescence polarization; O00255; AID 1768, 2009; hit rate 0.23% among 270,000; Potency, µM (top dose mostly 61.6 µM), without a hit: top-dose FP activity change, negative = inhibition, most hits filed as inhibitors; active means well fitted inhibition curve with a large enough effect in the polarisation, with a control signal flat, not every such curve was filed as active; inconclusive means small, poorly fitted or top-dose-only effect, or effect the other way, or a change in a side signal; inactive means no such curve, though single readings can be large or run the other way; the % refers to the polarisation; further: potency means the concentration at half of the fitted maximal effect; % of control where 0% means no effect; many of its hits are not listed in these tables
NPC1 promoter act: qHTS Assay for NPC1 Promoter Activators; Huh7 NPC1 promoter luciferase reporter, 24 h; Potency, µM (top dose mostly 9.22 µM), without a hit: at the top dose activation, actives largely listed as activators; hit rate 2.4% among 320,000;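 further: potency means the concentration at half of the fitted maximal effect; % of control where 0% means no effect; nearly all actives have a fitted effect of over 60% in size; reporter is driven by a mutant NPC1 promoter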
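NPC1 promoter–luciferase Huh7 cells; 24 h compound; luminescence.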
Mito fusion act: qHTS Assay for Small Molecule Inhibitors of Mitochondrial Division or Activators of Mitochondrial Fusion | S. cerevisiae fusion-defective mutant growth rescue, CellTiterGlo 48 h | Potency, µM (doses to about 46.1 µM), for inactives: top-dose growth rescue (activation), actives largely listed as activators | hit rate 0.23% among 320,000 | AID 485298, 2010;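 further: potency means the concentration at half of the fitted maximal effect; % of control where 0% means no effect; nearly all actives have a fitted effect of over 45% in size; temperature-sensitive fusion mutants such as fzo1-1 at 37 °C on non-fermentable ethanol glycerol medium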
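Temperature-sensitive fusion-defective S. cerevisiae (e.g. fzo1-1, mgm1-5) were grown with compound in YPEG medium (3% ethanol, 3% glycerol) for 48 hours at 37C. Growth rescue was measured as viability by CellTiterGlo luminescence after 10 minutes at ambient.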
Rab9 promoter act: qHTS Assay for Rab9 Promoter Activators | AID 485297, 2010 | Huh7 Rab9 promoter-luciferase reporter, luminescence, 24 h | Potency, µM (titrated, usually from 9.22 µM), for the others: at the highest dose activation, negative = inhibition, hits mostly activators | hit rate 2.8% among 320,000; further: potency means the concentration at half of the fitted maximal effect; % of control where 0% means no effect; nearly all actives have a fitted effect of over 60% in size
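Huh7 reporter line, Rab9 promoter upstream of luciferase. Compound exposure 24 h at 37 °C in reduced-serum medium with 10% FBS. Read-out: luminescence.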
ELG1 repair inh: qHTS screen for small molecules that inhibit ELG1-dependent DNA repair in human embryonic kidney (HEK293T) cells expressing luciferase-tagged ELG1; AID 504467, 2011; HEK293T ELG1-luciferase reporter, luminescence, 16 h; DNA damage induced by 5-fluorouridine; hit rate 2.3% among 330,000; Potency, µM (series often up to 46.1 µM), inactives show at the top dose activity change, negative = inhibition, hits mostly inhibitors; further: potency means the concentration at half of the fitted maximal effect; on the % scale 0 is the no-effect control and ±100 the full control effect; nearly all actives have a fitted effect of over 55% in size
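Cells (2,000 per well) received 5-fluorouridine plus test compound or DMSO and were incubated 16 hr at 37 °C, 5% CO2. Luciferase activity was read by luminescence 30 min after ONE-Glo addition; signal suppression marked inhibition of damage-induced ELG1 function.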
MBNL1 CUG block: qHTS Assay for Inhibitors of MBNL1-poly(CUG) RNA binding | Muscleblind-like protein 1 (Homo sapiens), Q9NR56 | TR-FRET MBNL1-His/biotin-(CUG)12 binding, 665/545 ratio | Potency, µM (top dose mostly 57.5 µM), for inactives: top-dose activity change, negative = inhibition, most hits filed as inhibitors | hit rate 0.036% among 280,000 | AID 2675, 2010; active means well fitted inhibition curve with a large enough effect in the signal ratio, with a control signal flat, not every such curve was filed as active; inconclusive means small, poorly fitted or top-dose-only effect, or effect the other way, or a change in a side signal; inactive means no such curve, though single readings can be large or run the other way; the % refers to the signal ratio; further: potency means the concentration at half of the fitted maximal effect; on the % scale 0 is the no-effect control and ±100 the full control effect
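Ratiometric TR-FRET (665 over 545 nm, excitation 340 nm) tracks disruption of MBNL1-His/biotin-(CUG)12 complex after 60 min at room temperature, with compounds at 92 nM to 58 uM final.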
KCNH2 3.1 inh: qHTS for Inhibitors of KCHN2 3.1: Mutant qHTS; Potassium voltage-gated channel subfamily H member 2, brain isoform KCNH2 3.1 (human); U2OS KCNH2 3.1, thallium flux FluxOr; active compounds read low; activity change, % (tested at about 1.8 µM); hit rate 0.95% among 340,000;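 active means maximum activity change below -70%; inconclusive means maximum activity change from -70% to -50%; inactive means maximum activity change above -50%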;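 further: thallium influx rate constant from kinetic fluorescence after stimulation buffer; on the % scale 0 is the no-effect control and ±100 the full control effect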
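Channel expression came from 3.1 mutant virus (1.77 x 10^8 /mL) applied to suspended U2OS cells for 4 h. Flux was tracked with FluxOr dye plus Red40 quencher, and kinetic rate constants normalized to controls.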
FLuc counter: qHTS profiling assay for firefly luciferase inhibitor/activator using purifed enzyme and Km concentrations of substrates (counterscreen for miR-21 project) | Luciferin 4-monooxygenase (Photinus pyralis), P08659 | purified FLuc, Km substrates, luminescence inhibition | Potency, µM (highest dose often 57.5 µM), for the others: top-dose activity change, negative = inhibition, most hits filed as inhibitors | hit rate 6.9% among 360,000 | AID 588342, 2011;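 further: potency means the concentration at half of the fitted maximal effect; plate controls were vehicle for no effect and reference inhibitor for full effect; nearly all actives have a fitted effect of over 55% in size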
Target sequence (P08659 whole entry, looked up): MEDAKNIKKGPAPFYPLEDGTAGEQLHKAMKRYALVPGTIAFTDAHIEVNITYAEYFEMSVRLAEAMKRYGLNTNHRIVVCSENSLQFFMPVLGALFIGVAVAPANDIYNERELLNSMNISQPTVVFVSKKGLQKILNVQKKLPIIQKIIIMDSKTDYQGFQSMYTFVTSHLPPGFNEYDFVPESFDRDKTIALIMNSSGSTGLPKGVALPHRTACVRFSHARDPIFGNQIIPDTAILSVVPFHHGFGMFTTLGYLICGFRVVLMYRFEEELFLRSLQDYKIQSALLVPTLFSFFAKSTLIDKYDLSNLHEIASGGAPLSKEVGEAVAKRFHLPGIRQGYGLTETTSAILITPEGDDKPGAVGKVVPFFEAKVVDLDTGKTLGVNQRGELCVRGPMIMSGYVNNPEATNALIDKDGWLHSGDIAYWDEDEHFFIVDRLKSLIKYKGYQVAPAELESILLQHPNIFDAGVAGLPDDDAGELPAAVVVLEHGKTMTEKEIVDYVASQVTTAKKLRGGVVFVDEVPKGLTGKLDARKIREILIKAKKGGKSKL
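Biochemical qHTS of compounds, final roughly 60 µM downward over six points, against 10 nM purified firefly luciferase using Km concentrations of substrates (10 uM D-luciferin, 10 uM ATP) in Tris acetate pH 7.5 buffer; luminescence output.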
PKM2 act: qHTS Assay for Activators of Human Muscle isoform 2 Pyruvate Kinase | hit rate 0.34% among 260,000 | AID 1631, 2009 | Potency, µM (series often up to 57.5 µM), for inactives: top-dose activation, actives largely listed as activators | purified PKM2, Kinase-Glo ATP luminescence, activation; response scale: 0% is enzyme alone, no compound | Pyruvate kinase PKM (Homo sapiens), P14618; further: potency means the concentration at half of the fitted maximal effect; on the % scale 0 is the no-effect control and ±100 the full control effect; nearly all actives have a fitted effect of over 55% in size
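hPK-M2, >95% pure; 0.1 mM ADP / 0.5 mM PEP final; imidazole pH7.2 buffer w/ 7 mM MgCl2, 50 mM KCl; 1 h RT; Kinase-Glo lum. Intermediate enzyme activity for dual inhibitor/activator qHTS.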
The depositor's hits bear a star; ? = inconclusive; / = no result given; [ ] = dose if it differs, or a comment. Unless noted, the call rests on the fitted dose curve; in most records, active means well fitted curve in the direction sought with a large enough effect; inconclusive means small, poorly fitted or top-dose-only effect, or another doubt; inactive means no such curve, though single readings can be large; an effect the other way counts as inactive or inconclusive. An excerpt; count on the stated rates, not on these rows.

SMILES | RORgamma inh | Gal4-VP16 FLuc | Menin-MLL TR inh | NPC1 promoter act | Mito fusion act | Rab9 promoter act | ELG1 repair inh | MBNL1 CUG block | KCNH2 3.1 inh | FLuc counter | PKM2 act
CCOC(=O)c1cc2c(C(F)(F)F)cc(-c3ccccc3)nc2o1 | -4% | -20% | 7% | -2% | 0% | 1% | 9% | 1% | 6 | 3% | -1%
CCC1CCCCN1C(=O)CSc1nc2c(c(=O)n(C)c(=O)n2C)n1C (stereo unspecified) | 3% | -9% | 19% | -1% | -8% | 2% | ? | -2% | -3 | -1% | -5%
Cc1cc(NC(=O)c2cnn3cccnc23)no1 | 15% | -3% | -5% | ? | 4% | ? | ? | 2% | 7 | ? | 9%
COC(=O)c1ccc(-c2cc(C(=O)O)c3cc4c(cc3n2)OCCO4)cc1 | -17% | -14% | 37%[activator] | 3% | -4% | -1% | ? | ? | 0 | 4.8µM* | 7%
COc1ccc2nc(NC(=O)CN3CCN(C)CC3)sc2c1 | -14% | -14% | -2% | 1% | -3% | -3% | ? | -8% | -7 | ? | -1%
O=C(/C=C/c1ccc2c(c1)OCO2)NCCSCc1c(Cl)cccc1Cl | ? | 1% | 14% | 2% | ? | -4% | ? | -16% | 1 | -8% | -17%
COc1cc(C)c(C)cc1S(=O)(=O)N1CCN(Cc2ccc3c(c2)OCO3)CC1 | 3% | ? | ? | 2% | 14% | -3% | ? | -19% | 1 | 1% | 6%
Cc1cc(C)c2sc(N(CCN(C)C)C(=O)c3cc(Cl)sc3Cl)nc2c1 | 4% | -8% | ? | 4% | -2% | ? | 6% | -7% | 14 | 4% | -1%
O=C1CCCc2ccccc2N1Cc1ccc(F)cc1 | 4% | 1% | ? | -3% | 0% | -2% | 0% | -6% | -23 | 13% | -2%
COc1ccc(C2(c3ccc(OC)cc3)NC(=O)N(CC(=O)Nc3ccc(C(N)=O)cc3)C2=O)cc1 | 33% | ? | ? | -2% | ? | 1% | -11% | -14% | -10 | -3% | 4%
CC(C)[C@@H](NC(=O)OC(C)(C)C)C(=O)NCC1CCC(C(=O)N[C@@H](Cc2ccccc2)C(=O)O)CC1 (stereo partly specified) | 10% | -4% | -12% | -1% | -1% | 7% | 10% | 1% | 3 | 3% | /
CC1(OC(=O)CCc2ccccc2)C(=O)C=C2C=C(c3ccc(C#N)cc3)N(CCN3CCOCC3)C=C2C1=O (stereo unspecified) | 6% | 6% | -3%[11.7 µM] | 2% | 12% | -5% | 4% | ? | 19 | 1% | 2%[11.5 µM]
CCOC(=O)C(C)n1cnc2scc(-c3ccc(C)c(C)c3)c2c1=O (stereo unspecified) | ? | -10% | -9% | 1% | -14% | -1% | -8% | -3% | 17 | 4% | -1%
CC(C)c1ccc(Nc2nc(NCc3ccco3)nc(N3CCOCC3)n2)cc1 | 12% | -4% | 11% | 1% | -3% | -4% | ? | 4% | -37 | 2% | 2%
CCCCNC(=O)c1ccc(NC(C)=O)c(Cl)c1 | 5% | 8% | -9% | -1% | 3% | 4% | 13% | 0% | 34 | 1% | -15%
c1ccc(Cn2nnc3c(N4CCCCCC4)ncnc32)cc1 | ? | -16% | -15% | -2% | 14% | -4% | ? | -11% | 3 | -17% | 3%
C=CCn1nc2ccccc2c1OC | / | / | / | 2% | -4% | -1% | ? | / | -37 | 2% | /
Cc1c(Cl)cnc(NC(=O)COC(=O)C2CC3CCCC(C2)C3=O)c1Cl (stereo unspecified) | / | / | / | 1% | -8% | 0% | ? | / | 13 | 3% | /
CCN(c1ccc2c(c1)OCO2)S(=O)(=O)c1cc(Br)cc2c1N(C(C)=O)CC2 | 1% | -9% | -5% | 1% | 2% | -2% | -16% | -11% | -5 | 0% | -7%
CCN1CCN(c2c(Cl)cccc2NC(=O)c2ccc(Br)o2)CC1 | -33% | -8% | ? | -8% | 10% | -4%[1.84 µM] | ? | -5% | ? | 3% | -7%
CC(C)N1CCN(Cc2ccc(C#CC(C)(C)O)cc2)CC1CCO (stereo unspecified) | -15% | -1% | 6% | -2% | -1% | -6% | 10% | -1% | 17 | -1% | 2%
N#Cc1cccc(Oc2ccc(S(=O)(=O)N3CCCC3)cn2)c1 | / | / | / | -4% | 4% | 0% | -8% | / | ? | 0% | /
NCCCCc1ccc2ccc3cccc4ccc1c2c34 | / | / | / | 4% | -16% | -2% | 1% | / | 26 | -11% | /
CCc1noc(C)c1C(=O)OC(C)C(=O)NCc1ccc(OC)cc1 (stereo unspecified) | / | / | / | 1% | -7% | 3% | 21% | / | 4 | 7% | /
CC(=O)NC(Cc1ccc(F)cc1)C(=O)NC1CCN(S(=O)(=O)c2ccccc2)CC1 (stereo unspecified) | -3% | 3% | / | 3% | 0% | 3% | 0% | 0% | 25 | -2% | /
Cc1onc(-c2ccccc2)c1C(=O)NC(=S)NNC(=O)c1ccc(O)cc1O | ? | -1% | 9% | -31%[inhibitor] | 20% | -32%[inhibitor] | ? | -6% | 21 | -2% | -3%
Cc1ccc(S(=O)(=O)N2CCN(C)CC2)cc1C(=O)NC1CCCCC1 | -22% | 3% | -7% | -3% | 0% | 9% | -5% | 2% | 6 | 3% | -1%
O=C1COc2ccc(S(=O)(=O)N3CCN(c4cccc(C(F)(F)F)c4)CC3)cc2N1 | -30% | -7% | / | -3% | 2% | -6% | ? | -2% | -23 | 0% | /
Cc1ccsc1/C=N/Nc1nc(Cl)c(Cl)cc1Cl | -34% | 4% | -15% | 16% | -2% | 8% | ? | -8% | -24 | ? | -1%
Cn1c(=O)c2cn(-c3cccc4ccccc34)cc2n(C)c1=O | -12% | 0% | 0% | -1% | 3% | 0% | -1% | 11% | -2 | ? | 3%
COc1cc(OC)cc(C(=O)NC(C(=O)NCCN(C)C)C23CC4CC(CC(C4)C2)C3)c1 (stereo unspecified) | -2%[10 µM] | -5% | -10% | 1% | -4% | 4% | 16% | 8% | 14 | 6% | -3%
CCc1ccc(NC(=O)/C(C#N)=C/c2cn(CC(=O)O)c3ccccc23)cc1 | -9% | 6% | ? | 0% | 2% | 2% | 13% | ? | 2 | ? | -2%
COc1ccccc1N1CCN(C(c2ccccc2Cl)c2nnnn2C(C)(C)C)CC1 (stereo unspecified) | ? | ? | 8% | / | ? | / | / | 8% | 35 | -2% | 1%
O=c1[nH]c2ccccc2nc1-c1cccs1 | 20% | -1% | -5% | ? | 3% | ? | ? | 53%[activator] | 4 | ? | -10%
Cc1ccc(SCC(=O)Nc2nnc(C(C)(C)C)s2)cc1 | 8%[1.91 µM] | -16% | -2% | -3% | -5% | -2% | -6% | -3% | -10 | 2% | 1%
Cc1cccc(C(C)C)c1NC(=O)c1ccc(CN(c2ccccc2)S(=O)(=O)c2ccccc2)cc1 | -26% | -4% | -3% | -4% | 1% | -1% | ? | ? | -1 | 5% | -10%
CCN(C(=O)COc1ccccc1C(=O)NCc1ccccc1)C1CCS(=O)(=O)C1 (stereo unspecified) | / | / | / | 0% | -1% | 1% | 18% | / | 3 | 0% | /
CCOc1cc(/C=N/NC(=O)c2c(-c3ccccc3)noc2C)ccc1O | 19% | 2% | 14% | -2% | 9% | -1% | -5% | 7% | -14 | -6% | -3%
CC(C)c1nc(Cl)c(C#N)c2c1CCCC2 | -9% | -9% | 1% | 1% | -2% | 0% | ? | -7% | 19 | 0% | 1%
Cn1nc([N+](=O)[O-])nc1Oc1ccccc1 | 4% | -7% | 6% | 4% | 0% | -1% | 6% | ? | 14 | -2% | -13%
Cc1cccc(OCCC(=O)NCC(=O)Nc2c(C)cccc2C)c1 | 16% | -1% | -6% | 2% | -2% | 4% | 0% | ? | -9 | 4% | 0%
COc1ccc2c(c1OC)C(=O)OC2Nc1nc(-c2cccc([N+](=O)[O-])c2)cs1 (stereo unspecified) | ? | 4% | / | 2% | 19% | 14% | ? | / | -16 | 2% | 5%

Screens deposited in PubChem BioAssay by National Center for Advancing Translational Sciences (NCATS).
